Screening results from PubChem.
G9a inh: blocks human histone lysine methyltransferase G9a; hit rate 8.8% among 350,000; AID 504332; Q96KQ7; G9a H3K9 monomethylation, AlphaScreen, 2 h; Potency, µM (top dose mostly 102 µM), inactives show top-dose activity, negative = inhibition, most hits filed as inhibitors; further: potency means the concentration at half of the fitted maximal effect; on the % scale 0 is the no-effect control and ±100 the full control effect; nearly all actives have a fitted effect of over 75% in size
Target sequence (Q96KQ7 913-1193 limits assumed): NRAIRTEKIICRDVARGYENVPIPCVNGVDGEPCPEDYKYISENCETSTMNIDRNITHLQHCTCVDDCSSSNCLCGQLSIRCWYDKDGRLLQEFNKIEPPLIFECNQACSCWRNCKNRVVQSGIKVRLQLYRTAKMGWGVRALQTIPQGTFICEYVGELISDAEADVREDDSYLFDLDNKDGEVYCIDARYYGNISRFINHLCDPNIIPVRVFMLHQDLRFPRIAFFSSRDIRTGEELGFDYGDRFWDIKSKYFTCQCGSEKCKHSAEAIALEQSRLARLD
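Signal arises when biotinylated H3K9 peptide, once monomethylated, bridges streptavidin donor and antibody-captured acceptor beads. Enzyme at 20 nM was preincubated 15 min with test compounds; peptide 500 nM and SAM 20 uM then reacted for 2 h.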
GLS inhibitor: glutaminase GLS (human) inhibition; Potency, µM (highest dose often 45.5 µM), for inactives: at the highest dose activity change, negative = inhibition, actives largely listed as inhibitors; O94925; hit rate 0.21% among 410,000; GLS enzymatic activity, qHTS titration; AID 624170; further: potency means the concentration at half of the fitted maximal effect; on the % scale 0 is the no-effect control and ±100 the full control effect
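Read-out is an Amplex red fluorescence increase coupled through glutamate oxidase and HRP, measured before and after 30 min room-temperature incubation. hKGA is in 45 mM KH2PO4 (pH 8.2) with 0.02% Tween-20; glutamine added as 1mM solution.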
PI4K2A block: PI4K2A (human) kinase inhibition; Q9BTU6; purified PI4K2A, ADP-Glo luminescence, 1 h; active compounds read low; activity change, negative = inhibition, % at 76.9 µM; hit rate 0.13% among 420,000; AID 1346378; in the data active means activity change below about -50%; inconclusive means mostly about -30% to -49%;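 further: -100% = wells without enzyme as full effect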
Target sequence (Q9BTU6 whole entry, looked up): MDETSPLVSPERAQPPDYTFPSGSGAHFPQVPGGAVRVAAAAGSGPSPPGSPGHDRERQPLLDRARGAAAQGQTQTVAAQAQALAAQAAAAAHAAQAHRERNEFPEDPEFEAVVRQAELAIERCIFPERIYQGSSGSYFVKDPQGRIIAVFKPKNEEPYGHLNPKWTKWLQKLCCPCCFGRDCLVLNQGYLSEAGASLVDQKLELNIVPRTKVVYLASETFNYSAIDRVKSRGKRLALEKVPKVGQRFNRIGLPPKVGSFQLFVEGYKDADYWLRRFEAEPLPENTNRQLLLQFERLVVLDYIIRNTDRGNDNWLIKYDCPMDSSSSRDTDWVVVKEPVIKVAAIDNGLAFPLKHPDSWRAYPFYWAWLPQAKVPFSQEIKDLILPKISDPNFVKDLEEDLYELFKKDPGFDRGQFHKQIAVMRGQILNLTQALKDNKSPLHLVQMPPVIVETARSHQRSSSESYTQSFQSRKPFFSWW
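Compounds are screened against recombinant PI4K2A using PI as substrate and ATP, the latter dispensed at 300 microM. Reactions run one hour at ambient temperature before ADP-Glo detection; full inhibition defined by wells lacking enzyme.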
ALOX12 inh: inhibitors of human 12S-lipoxygenase ALOX12. purified 12hLO, xylenol orange hydroperoxide absorbance. P18054. Potency, µM (doses to about 108 µM), without a hit: at the highest dose activity change, negative = inhibition, most hits filed as inhibitors. hit rate 1.1% among 580,000; further: potency means the concentration at half of the fitted maximal effect; on the % scale 0 is the no-effect control and ±100 the full control effect
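Purified human 12hLO (150 nM final) in 25 mM Hepes, 0.01% Triton X-100, pH 7.0 was preincubated 15 min at room temperature with compound. Then 40 uM arachidonic acid was added, 30 min. Hydroperoxide was read by Fe-XO absorbance ratio 573/405 nm.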
HP1b chromo inh: HP1-beta chromodomain-methylated histone interaction inhibition; P83916; hit rate 0.56% among 390,000; Potency, µM (series often up to 114 µM), inactives show top-dose activity change, negative = inhibition, hits mostly inhibitors; AlphaScreen HP1-beta / biotin-H3K9me3 peptide binding; further: potency means the concentration at half of the fitted maximal effect; nearly all actives have a fitted effect of over 70% in size; inactives centre near 23
Target sequence (P83916 whole entry, looked up): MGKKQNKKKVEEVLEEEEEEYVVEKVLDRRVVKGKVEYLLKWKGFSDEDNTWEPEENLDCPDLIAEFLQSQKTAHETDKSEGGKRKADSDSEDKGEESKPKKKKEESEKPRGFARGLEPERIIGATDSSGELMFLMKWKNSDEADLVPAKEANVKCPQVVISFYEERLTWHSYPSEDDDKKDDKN
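HP1-beta protein (50 nM final) preincubated 30 min at room temperature with biotinylated H3(1-18)K9me3 peptide (50 nM) in PBS pH 7.4, 0.01% Tween-20, then compound added for 30 min. AlphaScreen streptavidin donor/nickel chelate acceptor beads (10 ug/mL final), 30 min dark, luminescence read.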
RGS4 inh: blocks human RGS4-accelerated GTP hydrolysis; Transcreener GDP fluorescence polarization, RGS4-accelerated GTP hydrolysis; Potency, µM (highest dose often 114 µM), for the others: top-dose activity change, negative = inhibition, most hits filed as inhibitors; AID 504845; hit rate 0.039% among 390,000; further: potency means the concentration at half of the fitted maximal effect; on the % scale 0 is the no-effect control and ±100 the full control effect; nearly all actives have a fitted effect of over 75% in size; some results filed as inactive show a strong effect at the top dose
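MLSMR compounds (23 nl, pin-transferred) preincubated 10 min at room temperature with a 500nM (2x) first reagent, then RGS4 at 900nM (2x) plus Transcreener GDP mix added; fluorescence polarization (620/688 nm) read before and after 90 min at 30 °C.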
JMJD2A Tudor inh: inhibitors of human JMJD2A Tudor domain; O75164; AlphaScreen JMJD2A-Tudor / H3K4me3 peptide binding; Potency, µM (series often up to 114 µM), without a hit: top-dose activity change, negative = inhibition, actives largely listed as inhibitors; hit rate 4.4% among 390,000; AID 504339; further: potency means the concentration at half of the fitted maximal effect; on the % scale 0 is the no-effect control and ±100 the full control effect; nearly all actives have a fitted effect of over 50% in size
ERG Ets-DNA blk: blocks human ERG Ets domain binding to DNA. fluorescence polarization, His-ERG Ets domain / labelled DNA. P11308. hit rate 0.028% among 370,000. Potency, µM (series often up to 76.9 µM), inactives show at the highest dose FP activity, negative = inhibition, actives largely listed as inhibitors. AID 624246; active means well fitted inhibition curve with a large enough effect in the polarisation, with a control signal flat; inconclusive means small, poorly fitted or top-dose-only effect, or effect the other way, or a change in a side signal; inactive means no such curve, though single readings can be large or run the other way; the % refers to the polarisation;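 further: polarization taken with two DNA probes labelled with fluorescein and Texas red; potency means the concentration at half of the fitted maximal effect; % of control where 0% means no effect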
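His-tagged ERG Ets domain (1 uM in the protein solution; 300mM KCl, 50mM Tris-HCl, 1mM EDTA, 1mM DTT, pH 7.5) received compound, then a probe mix of 5 nM fluorescein-DNA and 100nM Texas-615-DNA. Fluorescence polarization was read for both dyes.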
BAZ2B block: inhibitors of human BAZ2B bromodomain; AID 504333; Q9UIF8; hit rate 4.4% among 360,000; AlphaScreen BAZ2B-H3K14Ac peptide displacement; Potency, µM (titrated, usually from 114 µM), for the others: top-dose activity change, negative = inhibition, usual class: inhibitors; further: potency means the concentration at half of the fitted maximal effect; on the % scale 0 is the no-effect control and ±100 the full control effect; nearly all actives have a fitted effect of over 60% in size
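AlphaScreen displacement of biotin-H3(5-23)K14Ac peptide (50 nM final) from BAZ2B (50 nM final) in PBS pH 7.4, 0.01% Tween-20; complex preformed 30 min RT, then compounds (top 110 uM) 30 min RT, beads 20 min dark.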
* marks the source's active call; other numbers are inactive results; ? = inconclusive; nt = no result given; & = joins results of further samples; [ ] = remark or other dose. Unless noted, the call rests on the fitted dose curve; in most records, active means well fitted curve in the direction sought with a large enough effect; inconclusive means small, poorly fitted or top-dose-only effect, or another doubt; inactive means no such curve, though single readings can be large; an effect the other way counts as inactive or inconclusive. The list is partial; the hit share may differ from the screen's.

SMILES	G9a inh	GLS inhibitor	PI4K2A block	ALOX12 inh	HP1b chromo inh	RGS4 inh	JMJD2A Tudor inh	ERG Ets-DNA blk	BAZ2B block
Cc1[nH][nH]c(=O)c1C	2%[0.501 µM]	16%	-3	-1%	45%[activator]	6%	-2%	-1%	-3%
N#CCCN(C(=O)CN1C(=O)NC2(CCCC2)C1=O)c1ccccc1F	-23%	3%	-6	0%[57.4 µM]	20%	19%	-8%	-2%	11%
CCOC(=O)CC(NC(=O)CCc1c(C)nc2nc(C)nn2c1C)c1ccc(C)cc1 (stereo not drawn)	9%	0%	4	-1%	36%[activator]	6%	-1%	14%	0%
Cc1ccccc1-c1nc(SCC(=O)N(C)c2ccccc2)c2c(=O)n(C)c(=O)n(C)c2n1	-1%[59 µM]	0%	0	-21%	17%[57 µM]	0%	7%	11%	3%
CC(C)Oc1ccc(CNC(=O)CN2C(=O)c3cccnc3Oc3ccc(Cl)cc32)cc1	-29%[59 µM]	-13%	-1	-19%	29%	33%	-23%	-2%	-5%
CC(=O)NC(c1ccc(C(C)C)cc1)c1ccc2cccnc2c1O (stereo not drawn)	20%	9%	-1	-15%	35%	5%[56.9 µM]	56µM*	3%	?
O=C(CC1(O)C(=O)Nc2ccc(Br)cc21)c1ccc2c(c1)OCO2 (stereo not drawn)	10%	-5%	1	0%	27%	2%	-5%	-13%	0%
CCOc1cccc(C(=O)Nc2cccnc2)c1	-5%	-3%	-19	-10%	26%	8%	-6%	-12%	12%
COc1cc(-c2nc(-c3ccccc3)c(-c3cccs3)[nH]2)cc(OC)c1OC	24%[12.7 µM]	-2%	-1	-16%	21%	-18%	-18%	-4%	1%
COc1ccccc1CNC(=O)CCS(=O)(=O)Cc1ccc(C)cc1	?	-5%	10	-36%	-4%	-10%[11.4 µM]	-22%	8%	-18%
CC(C)CCNC(=O)C(=O)Nc1ccc2c(c1)N(S(=O)(=O)c1cccs1)CCC2	?	4%	1	-13%	2%	6%	-8%	3%	30%[activator]
COC(=O)CCN(c1ccccc1)S(=O)(=O)c1cc(-c2cc(C)no2)ccc1C	1%[59 µM]	-5%	-7	-3%	31%	-13%	10%	1%	-1%
COC(=O)C1=C(N)Oc2cc(C)n(Cc3ccco3)c(=O)c2C1c1cccc(Cl)c1 (stereo not drawn)	?	3%	-8	0%	-15%	-4%	-34%	3%	?
C=CCSc1ncc(C#N)c(N)n1	20%[59 µM]	11%	18	-23%	37%	-2%	-2%	6%	1%
Cc1cccc(NC(=O)CN(C)S(=O)(=O)c2cnc[nH]2)c1C	1%[59 µM]	0%&2%	0&-5	-5%&-34%	25%	-1%	-15%	-4%	3%
COc1ccc(C2/C(=C(\O)c3ccc4c(c3)OCCO4)C(=O)C(=O)N2Cc2ccco2)c(OC)c1 (stereo not drawn)	?	30%	-2	?	-7%	-30%	?	-2%	?
Cc1ccc(-c2cc(C(F)F)n3ncc(C(=O)N4CCN(c5ccccn5)CC4)c3n2)cc1	?	-2%	-2	1%	29%	5%	-29%	3%	-9%
O=c1c2ccccc2[nH]c(=S)n1CCc1ccccc1	17%[59 µM]	3%	-4	-3%	45%[activator]	7%	-2%	-6%	6%
Cc1nc(NN)nc(NCc2ccccc2)n1	15%[59 µM]	12%	-6	10%	57%[activator]	-9%	-25%	4%	?
COC(=O)/C=c1/s/c(=C(/C#N)C(=O)N2CCCCC2)n(-c2ccccc2)c1=O	0%[59 µM]	-8%	3	8%	31%	14%	-12%	3%	-12%
Cc1ccc(C(=O)NCC(c2cccs2)S(=O)(=O)c2cccs2)cc1 (stereo not drawn)	0%[59 µM]	-4%	-4	-14%	32%	-33%	-7%	-4%	3%
Cc1ccc(C(=O)NC2(C(F)(F)F)N=C3SCCN3C2=O)cc1 (stereo not drawn)	1%[12.7 µM]	19%	-5	15%	24%	-1%	0%	1%	-2%
CCOC(=O)c1cnc(SCc2nc(N)nc(Nc3ccccc3)n2)nc1N	-6%[59 µM]	2%	2	-5%	44%	-9%	1%	-17%	-6%
CCOCCc1nnc(NC(=O)C2CC(=O)N(CCc3ccc(F)cc3)C2)s1 (stereo not drawn)	?	-1%	-4	-23%	-4%	-11%	-18%	-17%	-33%
COc1cc(C(=O)Nc2ccc(N(C)C)cc2)c([N+](=O)[O-])cc1OC	?	0%	-3	-9%	-14%	-13%	-29%	3%	-24%

Remaining list, next part.
SMILES	G9a inh	GLS inhibitor	PI4K2A block	ALOX12 inh	HP1b chromo inh	RGS4 inh	JMJD2A Tudor inh	ERG Ets-DNA blk	BAZ2B block
CCOC(=O)C1=C(CC)OC(N)=C(C#N)C1c1ccsc1 (stereo not drawn)	56µM*	-6%	4	-24%	30%	-29%	-1%	5%	?
CC(C)OC(=O)CC1C(=O)NCCN1C(=S)NC(=O)CCc1ccccc1 (stereo not drawn)	?	4%	-3	-12%	48%[activator]	-3%	-7%	-15%	-1%
Clc1ccc(-c2nnc(NCCN3CCCC3)c3ccccc23)cc1	?	-4%	-1	53%[activator]	41%[activator]	-47%	?	1%	?
Cc1ccc(C(Nc2ccccn2)c2ccc3cccnc3c2O)cc1 (stereo not drawn)	7.9µM*	26%	2	18µM*	-8%	?	20µM*	-3%	28µM*
Nc1cc(C(F)(F)F)cc([N+](=O)[O-])c1N	?	21%	-1	0%	2%	0%	-28%	-2%	?
O=C(Cn1cc(Br)ccc1=O)Nc1ccc2c(c1)OCO2	-27%[12.7 µM]	-6%	3	5%	47%[activator]	-10%	-5%	4%	-14%
COc1ccc(/C=C/C2=CC(C)(C)NC(=S)N2)c(OC)c1	nt	-33%	1	40µM*	?	?	?	1%[15.4 µM]	40µM*
COc1ccc2[nH]c(=O)c(-c3nnn(-c4ccccc4)n3)cc2c1	-50%[59 µM]	6%	0	-2%	43%[activator]	-7%	0%	8%	0%
COC(C[C@@H]1O[C@H]1[C@@H](O)COCc1ccccc1)OC	25%[59 µM]	1%	-1	10%	37%	8%	-4%	2%	3%
COc1ccc(-n2nc(C(=O)N3CCN(c4cccc(C)c4)C(C)C3)c3c4ccccc4n(C)c3c2=O)cc1Cl (stereo not drawn)	-46%[59 µM]	8%	-2	-21%	2%	19%	-23%	4%	nt
CC(=O)Nc1ccc(N(C(=O)c2cnccn2)C(C(=O)NC2CCCCC2)c2ccc(O)cc2)cc1 (stereo not drawn)	-9%[12.7 µM]	-2%	0	-25%	28%	-9%	-28%	nt	-3%
CCOC(=O)Cn1nc(/C=C/c2ccccc2)ccc1=O	26%	21%	-3	15%	21%	26%	3%	11%	-17%
CCOc1ccc2nc(N3CCCC(C(=O)NCc4ccc(OC)cc4)C3)sc2c1 (stereo not drawn)	7%[59 µM]	0%	1	-11%	32%	1%	-1%	1%	-8%
COc1ccc(-c2nc(CS(=O)(=O)CC(=O)NCc3ccccc3Br)c(C)o2)cc1	-1%	-6%&-3%	0&0	?	26%&32%	-7%&-9%	-15%&-15%	5%&0%	2%&-8%
O=C(O)c1ccc(NCc2ccc(Br)cc2)cc1	17%	15%	7	-2%	49%[activator]	-20%	3%	-28%	-1%
CN1C=CC=C/C1=C1/SC(=S)N(Cc2ccccc2)C1=O	?	7%	9	3%	?	-26%	?	-5%	40µM*
CCO[C@@H]1OC(C(=O)N2CCCCCCC2)=C[C@H](c2ccc3c(c2)OCO3)[C@H]1CCCO	2%[12.7 µM]	1%	-3	0%	17%	6%	-7%	-9%	-11%
COc1ccc(OCCCC(=O)Nc2cc(Cl)ccc2-n2cncn2)cc1	45µM*	2%	4	-26%	4%	14%	-14%	8%	7%
Nc1nc(-c2ccccc2)c(N=Nc2cccc3ccccc23)s1	10µM*	-5%	-15	-27%	?	0%	11µM*	-1%	8.9µM*
Nc1nccc(-c2nn(-c3ccc(Cl)cc3)ccc2=O)n1	nt	-1%	-1	-9%	45%[activator]	2%	-2%	4%	-1%
COc1ccc(NC(=O)CN(C)C(=O)C2CCCO2)cc1 (stereo not drawn)	7%[59 µM]	-4%	4	-5%	39%[activator]	2%	-12%	-4%	-5%
CCN(CC)C(=O)Cn1c(=O)oc2ccccc21	3%	-1%	-2	0%	37%	4%	-2%	-6%	8%
CC1CCN(S(=O)(=O)N2CCC(C(=O)NCc3ccc4c(c3)OCO4)CC2)CC1	16%	1%	6	-2%	38%	2%	1%	4%	-1%
NC(=O)NC(=O)COC(=O)c1ccc(OC(F)F)cc1	-2%	-9%	3	1%	60%[activator]	-22%[56.9 µM]	-6%	-25%	-17%
COc1cc(C2NC(=S)NC(C)=C2C(=O)Nc2cc(C)cc(C)c2)ccc1O (stereo not drawn)	?	-9%	6	-1%	38%	-16%[56.9 µM]	-22%	10%	-26%
Cc1ccccc1N1C(=S)NC2c3ccccc3OC1(C)C2C(=O)N(C)C (stereo not drawn)	?	2%	-3	?	-2%	-28%	-11%	-4%	-19%

In another format: 2 of the compounds above.
mol | G9a inh | GLS inhibitor | PI4K2A block | ALOX12 inh | HP1b chromo inh | RGS4 inh | JMJD2A Tudor inh | ERG Ets-DNA blk | BAZ2B block
Cc1cccc(NC(=O)CN(C)S(=O)(=O)c2cnc[nH]2)c1C | 1%[59 µM] | 0%&2% | 0&-5 | -5%&-34% | 25% | -1% | -15% | -4% | 3%
COc1ccc(C2/C(=C(\O)c3ccc4c(c3)OCCO4)C(=O)C(=O)N2Cc2ccco2)c(OC)c1 (stereo not drawn) | ? | 30% | -2 | ? | -7% | -30% | ? | -2% | ?
